E coli growth: E. coli V3065 growth inhibition, primary screen, counter-screen for AddAB inhibitor project, absorbance, OD600 | 18 h | inhibition, % at 11.9 µM | actives 0.27% (n = 330,000) | AID 449728, 2010;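 active = inhibition above the campaign's mean inhibition across all tested compounds plus 3 SD, cut at about 9.9% in these data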;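 also: uninfected addAB+ strain grown without phage in ampicillin broth; 0% = DMSO wells and 100% = ciprofloxacin 0.95 µg/ml wells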
phage Ecoli inh: growth loss of phage-infected E. coli, primary screen, RecBCD inhibitor project, absorbance, with phage, HTS; actives 0.26% (n = 360,000); inhibition, % at 11.9 µM; in the data active = inhibition above about 11%
MITF TRPM1 HTS: activators of MITF-driven TRPM1 promoter reporter, primary screen, cell-based, SK-MEL-5, luciferase, single point | SK-MEL-5 TRPM1-promoter luciferase, 24 h; % of positive control, neutral wells = 0 | activation, % at 12.5 µM | actives 0.75% (n = 300,000);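 active = mean activation of at least 80% with every replicate also reaching 80%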;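 also: 0% = neutral control wells and 100% = parthenolide positive control wells; values of inactives mirror those of a sister screen read the other way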
Tat transport: E. coli Tat export inhibitors, primary screen, MC4100, TorA-mCherry reporter, fluorescence, single point. inhibition, % at 10 µM. actives 0.036% (n = 340,000);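 active = mean replicate inhibition at least 50% and at least half of replicates individually reaching 50%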;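 also: exported cargo escapes ClpAP degradation while cytoplasmic cargo is degraded and loses fluorescence; 0% = median of neutral control wells and 100% = median of NaSCN control wells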
Wnt act: Wnt/beta-catenin pathway activators, primary screen, cell-based, plate reader, single point; Wnt/beta-catenin reporter cell assay, activator; activation, % at 9.35 µM; actives 1.2% (n = 300,000); AID 743398, 2014; in the data active = activation above about 30%, passing the limit was not always enough;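 also: 0% = neutral control wells and 100% = positive control wells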
AddAB inh: growth inhibition of E. coli expressing H. pylori AddAB, primary screen, AddAB inhibitor project, absorbance | actives 0.29% (n = 330,000) | inhibition, % at 11.9 µM; in the data active = inhibition above about 12%;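 also: 0% = vehicle wells of infected cells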
CAL PDZ FP-1: CAL PDZ peptide-binding inhibitors, primary screen, biochemical, fluorescence polarization, Cer-tagged CAL PDZ, HTS | purified CAL PDZ, TMR-peptide fluorescence polarization, 1 h | inhibition, % at 20 µM | actives 0.02% (n = 330,000) | AID 504414, 2011;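 active = highest replicate inhibition of at least 40%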;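 also: plate controls were DMSO neutral control wells for no effect and unlabeled competitor peptide control wells for full effect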
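Assay system – tagged CAL PDZ protein CerCALP, purified · Timing – 1 h at RT · Compound – single point, 20 µM · Measured by – fluorescence polarization from S- and P-plane intensities, G-factor corrected · Evaluation – inhibition from polarization loss · Probe or stimulus – TMR reporter peptide T*-PRC34 · Buffer or medium – pH 7.4 phosphate-saline buffer, reducing agent, detergent, IgG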
SR-BI uptake up: activators of SR-BI mediated DiI-HDL uptake, primary screen, ldlA[mSR-BI] CHO cells, DiI fluorescence; 3 h; 100 = double the neutral-control signal; activation, % at 12.5 µM; actives 0.096% (n = 320,000);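 active = mean replicate activation of at least 60% and every replicate at or above 60%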;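 also: 0% = median plate neutral-control signal and 100% = twice that signal; values of inactives mirror those of a sister screen read the other way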
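Assay system: LDL receptor-deficient CHO ldlA cells overexpressing murine SR-BI / Medium: BSA-supplemented, HEPES-buffered Ham's F12, pH 7.4 / Probe or stimulus: DiI-labelled HDL at 10 µg/mL final / Timing: compound with DiI-HDL co-incubation, 3 h at 37 °C / Technique: bottom-read cell fluorescence after medium removal, ex 550/em 595 nm / Measure: HDL uptake via cellular fluorescence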
SR-BI DiI inh: inhibitors of SR-BI mediated HDL lipid uptake, primary screen, ldlA[mSR-BI] cells, fluorescence, single point; actives 0.96% (n = 320,000); Scavenger receptor class B member 1 (Mus musculus), Q61009; inhibition, % at 12.5 µM; ldlA[mSR-BI] CHO cells, DiI-HDL uptake fluorescence, 3 h;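 active = mean replicate inhibition of at least 70% and a set share of replicates each scoring 70 or more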;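 also: 0% = median of neutral control wells and 100% = median of positive control wells; values of inactives mirror those of a sister screen read the other way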
Target sequence (Q61009 whole entry, looked up): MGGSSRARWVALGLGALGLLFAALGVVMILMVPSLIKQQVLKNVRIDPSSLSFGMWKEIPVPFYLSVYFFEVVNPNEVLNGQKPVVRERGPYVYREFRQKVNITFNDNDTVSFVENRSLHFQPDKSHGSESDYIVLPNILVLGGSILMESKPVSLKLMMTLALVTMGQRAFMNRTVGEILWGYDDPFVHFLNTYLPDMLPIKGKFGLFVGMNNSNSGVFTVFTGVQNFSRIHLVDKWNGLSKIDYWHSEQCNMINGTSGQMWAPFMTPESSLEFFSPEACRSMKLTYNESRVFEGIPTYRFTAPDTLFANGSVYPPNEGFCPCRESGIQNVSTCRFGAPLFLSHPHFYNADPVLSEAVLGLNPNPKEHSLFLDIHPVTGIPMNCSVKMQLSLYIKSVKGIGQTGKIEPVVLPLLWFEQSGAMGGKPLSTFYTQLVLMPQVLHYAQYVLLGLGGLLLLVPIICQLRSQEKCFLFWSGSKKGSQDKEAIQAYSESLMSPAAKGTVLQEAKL
CAL PDZ FP-2: untagged CAL PDZ binding inhibitors, primary screen, biochemical, fluorescence polarization, HTS. Golgi-associated PDZ and coiled-coil motif-containing protein (Homo sapiens), Q9HD26. purified CAL PDZ, TMR-peptide fluorescence polarization, 1 h. inhibition, % at 24.9 µM. AID 602252, 2012. actives 0.92% (n = 300,000);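 active = mean inhibition of at least 30% with at least half of replicates also reaching 30%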;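 also: 0% = DMSO neutral control and 100% = excess unlabeled competitor peptide PRC23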
* = called active by the depositor; . = no result given.

SMILES | E coli growth | phage Ecoli inh | MITF TRPM1 HTS | Tat transport | Wnt act | AddAB inh | CAL PDZ FP-1 | SR-BI uptake up | SR-BI DiI inh | CAL PDZ FP-2
CCCCc1nnc(NC(=O)CN(C)S(=O)(=O)c2ccc(C)cc2)s1 | -0.2 | 2.8 | -2 | -2 | 2 | 0.9 | -1.2 | 12 | -12 | -2
CCOc1ccccc1/C=N/NC(=O)CSc1n[nH]c(=O)[nH]c1=O | -2.3 | 4.6 | -4 | -2 | -1 | 1.6 | -1.8 | 16 | -16 | .
O=C(c1ccco1)N(CCCN1CCOCC1)c1nc(-c2ccc(F)cc2)cs1 | -1.7 | -0.1 | 4 | 10 | . | -0.4 | 1.1 | -33 | 33 | 0
COc1ccc(NC(=O)c2cc(S(=O)(=O)N3CCCCC3)ccc2N2CCCCC2)cn1 | -1.2 | 1.0 | -9 | 12 | . | -1.4 | -1.2 | -2 | 2 | -4
Cc1cc(N2CCN(C)CC2)ccc1NC(=O)c1c2c(nc3ccccc13)CCN(Cc1ccccc1)C2 | -2.2 | . | -88 | 7 | . | 1.9 | 0.0 | -26 | 26 | .
NS(=O)(=O)c1ccc(CNS(=O)(=O)Cc2ccc(Cl)cc2)cc1 | 2.2 | 0.8 | -6 | -7 | -1 | 3.8 | 0.4 | 0 | 0 | -2
CCOC(=O)Cc1csc(SCC(=O)Nc2ccc3[nH]c(=O)[nH]c3c2)n1 | 1.9 | -0.5 | . | -5 | -4 | 2.7 | -0.1 | 40 | -40 | -5
COC(=O)c1ccccc1NC(=O)C(C)c1ccc([N+](=O)[O-])cc1 (centres undefined) | 1.5 | 4.0 | -8 | -2 | -1 | -0.8 | -1.8 | -5 | 5 | -1
CCc1ccc([C@@H]2CC=C(C(=O)O)CN2S(=O)(=O)c2ccc(C)cc2)cc1 | -1.2 | 0.2 | -11 | 1 | -3 | -0.8 | -1.0 | 2 | -2 | -2
CCOc1ccccc1NC(=O)CCC(=O)Nc1nnc(C2CCCCC2)s1 | -1.3 | 1.9 | -4 | -6 | -1 | 2.4 | -2.3 | 12 | -12 | 7

Four of the compounds above, with two lines to a compound.
Every second line gives: E coli growth | phage Ecoli inh | MITF TRPM1 HTS | Tat transport | Wnt act | AddAB inh | CAL PDZ FP-1 | SR-BI uptake up | SR-BI DiI inh | CAL PDZ FP-2
CCOC(=O)Cc1csc(SCC(=O)Nc2ccc3[nH]c(=O)[nH]c3c2)n1
→ 1.9 | -0.5 | . | -5 | -4 | 2.7 | -0.1 | 40 | -40 | -5
O=C(c1ccco1)N(CCCN1CCOCC1)c1nc(-c2ccc(F)cc2)cs1
→ -1.7 | -0.1 | 4 | 10 | . | -0.4 | 1.1 | -33 | 33 | 0
CCCCc1nnc(NC(=O)CN(C)S(=O)(=O)c2ccc(C)cc2)s1
→ -0.2 | 2.8 | -2 | -2 | 2 | 0.9 | -1.2 | 12 | -12 | -2
COC(=O)c1ccccc1NC(=O)C(C)c1ccc([N+](=O)[O-])cc1 (centres undefined)
→ 1.5 | 4.0 | -8 | -2 | -1 | -0.8 | -1.8 | -5 | 5 | -1

Going on with the list.
SMILES | E coli growth | phage Ecoli inh | MITF TRPM1 HTS | Tat transport | Wnt act | AddAB inh | CAL PDZ FP-1 | SR-BI uptake up | SR-BI DiI inh | CAL PDZ FP-2
Cc1ccc(-n2ccc(=O)c(C(=O)Nc3ccc(S(=O)(=O)N4CCOCC4)cc3)n2)cc1 | 0.6 | 0.1 | 9 | -3 | -2 | 3.0 | -5.1 | 10 | -10 | -2
O=C(O)c1ccc(NS(=O)(=O)c2cccc3nsnc23)cc1 | 1.1 | 1.9 | -5 | 8 | -3 | 1.1 | -2.6 | -5 | 5 | -5
C/C=C/C(=O)Nc1cccc(C2=NOC3(C2)C[C@@H](C(N)=O)N(C(=O)c2cc([N+](=O)[O-])cc([N+](=O)[O-])c2)C3)c1 (some centres undefined) | -0.8 | 3.8 | -14 | -6 | 5 | -0.2 | -0.6 | 7 | -7 | -1
CCc1nnc(NC(=O)C2CCCN(C(=O)c3ccc(Cl)cc3)C2)s1 (centres undefined) | 1.7 | 1.3 | 60 | 0 | -2 | 3.0 | -0.9 | -5 | 5 | 0
COc1cc(NC(=O)c2cccc([N+](=O)[O-])c2)ccc1NC(=O)c1ccco1 | 0.3 | 4.9 | 14 | 11 | -3 | -0.1 | -1.4 | -89 | 89* | -2
COc1ccc(OC)c(C2C/C(=N/O)C(C)C(c3cc(OC)ccc3OC)N2)c1 (centres undefined) | . | 1.0 | . | -1 | -4 | . | -3.1 | 33 | -33 | -2
CC(C)OCCCN1C(=O)c2[nH]nc(-c3ccccc3O)c2C1c1cccc(Cl)c1 (centres undefined) | 2.4 | 2.0 | -17 | 22 | -1 | -1.6 | -1.7 | -72 | 72* | 3
COc1ccc(/C=C2\N=C(C)OC2=O)cc1OC(C)=O | . | 0.9 | 5 | 3 | -2 | . | . | -16 | 16 | -3
O=C1CC(CCC(=O)NC2CC2)c2ccccc2N1 (centres undefined) | -1.1 | 1.6 | -4 | -5 | . | -0.9 | 0.8 | -15 | 15 | -1
COc1ccc(-c2sc3ccc(N4CCOCC4)cc3c2-c2ccc(OC)c(F)c2)cc1 | 2.7 | 2.6 | 12 | 7 | -3 | 5.2 | 0.4 | -58 | 58 | -1
CCOC(=O)CSc1ncnc2c1cnn2-c1ccc(Cl)cc1 | 0.4 | 2.2 | 1 | -4 | -2 | -2.1 | -0.3 | 12 | -12 | -3
O=C(O)c1cc(S(=O)(=O)NC23CC4CC(CC(C4)C2)C3)ccc1Cl | -0.1 | 0.1 | -9 | 8 | -1 | -14 | 0.2 | . | . | -2
CCn1cnc2cc(NCc3cccc(OC)c3O)ccc21 | -0.9 | 1.0 | 46 | -8 | -1 | 0.0 | -2.8 | 14 | -14 | -4
C=CC[C@@H](CC(=O)N(CCO)Cc1ccccc1)C(=O)N[C@@H](COC(=O)[C@@H](CC=C)Cc1ccc(F)cc1)Cc1ccccc1 | -1.8 | 2.5 | -3 | 17 | -12 | -0.9 | -0.6 | -12 | 12 | -2
COc1ccc(S(=O)(=O)N2CCN(C(=O)c3ccco3)CC2)c(C)c1C | 0.7 | -0.5 | . | 1 | -1 | 4.0 | 6.6 | 12 | -12 | 75*
CCc1nn(CC(=O)Nc2cc(C)ccc2C)c(=N)s1 | 4.3 | 0.1 | 6 | 4 | -1 | 1.0 | 0.3 | 0 | 0 | 1
O=C(C[C@@H]1C/C=C\C[C@H](NC(=O)OCC2c3ccccc3-c3ccccc32)C(=O)OC[C@@H]2CCCN2C1=O)N[C@@H](CO)Cc1ccccc1 | 0.2 | 1.9 | 4 | -9 | -3 | 1.6 | -0.5 | 16 | -16 | -1
Cc1nn(-c2ccccc2)c(N)c1C1(O)C(=O)N(C)c2ccccc21 (centres undefined) | -2.3 | 3.8 | -1 | -7 | . | 1.6 | -0.7 | -22 | 22 | -4
O=C(Cn1nc(CNc2ccc(Cl)cc2)[n+]2c1CCCCC2)c1ccccc1 | -0.3 | 4.4 | -14 | 4 | -1 | -1.2 | -0.9 | 22 | -22 | .
Nc1ccc(C(=O)Nc2cccc(N)c2)cc1 | . | 2.5 | 11 | 1 | 4 | . | -0.7 | -22 | 22 | -10
CCOc1ccc(C2/C(=C(\O)c3ccc4c(c3)OCCO4)C(=O)C(=O)N2CCCn2ccnc2)cc1OC (centres undefined) | -2.1 | 5.5 | -4 | -5 | -2 | 3.8 | -2.7 | 2 | -2 | -3
Cc1cccc(N=C2NC(=O)/C(=C/c3cn(C)c4ccccc34)S2)c1 | 1.7 | 1.8 | 15 | -12 | . | 3.1 | 0.2 | -61 | 61 | -3
O=C(CN1C2=NCCCN2c2ccccc21)c1cccc(Br)c1 | -1.2 | 0.8 | 5 | -13 | -3 | 0.6 | -3.8 | 9 | -9 | -2
O=S(=O)(NCCC(c1ccc(F)cc1)c1ccco1)c1ccccc1 (centres undefined) | -1.4 | 2.9 | 4 | 5 | . | 0.4 | -3.0 | 2 | -2 | 0
CSc1ccc(Cl)c(C(=O)Nc2ccc(N3CCOCC3)cc2)c1 | 0.2 | 2.9 | -2 | 0 | 0 | 2.7 | -1.1 | -33 | 33 | 0
O=C(c1ccccc1)N1CCN(C(=S)NCCc2ccccc2)CC1 | 0.0 | 2.9 | 1 | 1 | 3 | 3.7 | -2.2 | -11 | 11 | -2
CC1CCC(C(=O)NC(C(=O)N2CCN(c3ccccn3)CC2)C(C)C)CC1 (centres undefined) | -2.2 | 1.9 | . | 5 | . | -0.9 | -1.1 | 14 | -14 | 1
O=C(CSc1nccn1-c1ccc(F)cc1)NCc1ccc(F)cc1 | -0.9 | -0.7 | -2 | -3 | 5 | 4.1 | -2.8 | 20 | -20 | 1
Cc1ccc(NC(=O)CSc2nnc(Cc3ccccc3)o2)c(C)c1 | 0.3 | 4.1 | 10 | 2 | 2 | 4.2 | -3.2 | 27 | -27 | -1
COc1ccc(Cl)cc1NC(=O)NCC1CCN(C(=O)OC(C)(C)C)CC1 | -0.3 | 1.8 | 1 | 15 | 1 | 3.7 | -0.7 | -30 | 30 | .
O=C(Nc1ccc(SC(F)F)cc1)C12CCC(CC1)C2 | 0.8 | 4.6 | 42 | -8 | 12 | 0.6 | -1.6 | -27 | 27 | -3
O=C1CN(c2ccc(Br)cc2)C(=O)N1CC(=O)N1CCCc2ccccc21 | 1.9 | -0.8 | -18 | 1 | -2 | 2.5 | -2.9 | -48 | 48 | -2
CCc1nnc(NC(=O)CCN(c2cc(C)cc(C)c2)S(=O)(=O)c2ccc(Cl)cc2)s1 | -0.7 | 3.1 | -13 | 20 | -5 | 5.6 | 0.6 | 23 | -23 | -3
O=C(NCCc1ccccc1)c1cccs1 | 0.8 | 4.0 | 42 | -1 | 25 | 1.3 | -1.6 | -5 | 5 | -1
NC(=O)NC(CC(=O)NCCc1ccccn1)c1ccccc1Cl (centres undefined) | -0.3 | 1.5 | 2 | -7 | 1 | 1.0 | -4.1 | 11 | -11 | 0
CC(C)CN(C(=O)COC(=O)CCN1C(=O)c2ccccc2C1=O)C1CCS(=O)(=O)C1 (centres undefined) | -0.4 | 1.1 | 9 | 15 | . | 0.5 | -1.7 | 14 | -14 | -3
CCc1c(-c2ccccc2)nc2sc3c(c2c1N)CCCC3 | 1.8 | 2.7 | 77 | -1 | 0 | 4.2 | 0.3 | -70 | 70 | 9
CCN1C(=O)[C@H]2[C@@H](c3ccc(C)cc3)N3C(=O)N(c4ccc(OC)cc4)C(=O)[C@@]3(Cc3ccccc3)[C@H]2C1=O | -0.1 | -0.1 | 8 | -4 | -1 | 5.7 | -2.3 | 11 | -11 | -3

The order is random. Share with any hit: about 3.6%.
